# Source: PubChem
# proCasp7 act – counter-screen for procaspase-3 activators: activators of human procaspase-7; P55210; recombinant procaspase-7, Ac-DEVD-pNA absorbance 405 nm; D23A/D198A/D206A triple mutant, cannot self-cleave; scale: DMSO 0, 5 µM enzyme 100; activation, % at 8.5 µM; actives 0.093% (n = 330,000); AID 463210;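 active means percent activation above the screen-wide mean plus 3 SD, cut at about 25% in these data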
# Target sequence (P55210 whole entry D23A/D198A/D206A): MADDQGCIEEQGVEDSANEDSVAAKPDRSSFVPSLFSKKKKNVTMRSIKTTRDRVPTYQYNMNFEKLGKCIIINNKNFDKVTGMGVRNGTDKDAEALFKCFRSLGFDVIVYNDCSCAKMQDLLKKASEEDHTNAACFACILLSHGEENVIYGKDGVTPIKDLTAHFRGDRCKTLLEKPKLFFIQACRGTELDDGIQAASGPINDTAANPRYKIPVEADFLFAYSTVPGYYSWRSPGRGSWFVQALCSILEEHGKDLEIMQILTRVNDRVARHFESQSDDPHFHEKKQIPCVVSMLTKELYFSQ
#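 Material: Procaspase-7 triple mutant (PC-7 D3A) | Quantity: 2 µM procaspase-7 mutant as dispensed | Reagent: DEVD-pNA substrate | Times: 1 h preincubation, 2 h reaction | Technique: 405 nm absorbance of p-nitroaniline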
# LAP4-GFP MLPCN – modulators of TOR pathway LAP4-GFP in S. cerevisiae; actives 0.34% (n = 320,000); S. cerevisiae LAP4-GFP multiplex, flow cytometry GFP, 3 h; median GFP as percent of DMSO wells; GFP response vs DMSO, % at 10 µM;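 active means GFP response vs DMSO above a set limit, about the screen mean plus 3 SD, cut at about 150% in these data; inconclusive means under 70 cell events counted for the yeast strain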
# AGP1 TOR yeast – modulators of TOR pathway AGP1-GFP in S. cerevisiae. S. cerevisiae AGP1-GFP multiplex flow cytometry, 3 h; GFP as percent of DMSO wells. GFP response vs DMSO, % at 10 µM. actives 0.02% (n = 320,000). AID 2066;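 active means GFP response relative to DMSO above a set limit, near screen average plus 3 SD, cut at about 150% in these data; inconclusive means fewer than 70 cells counted for the yeast strain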;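 further: median GFP channel fluorescence of the gated AGP1 strain per well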
# RPL19A-GFP yeast – modulators of TOR pathway RPL19A-GFP in S. cerevisiae; S. cerevisiae RPL19A-GFP strain, flow cytometry, 3 h; hits give low values; percent response vs DMSO, % at 10 µM; actives 0.3% (n = 330,000); AID 2025;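 active means percent response vs DMSO below 50%; inconclusive means fewer than 70 events counted for the yeast strain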;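 further: median channel GFP fluorescence of the barcoded RPL19A-GFP strain; ratio of sample median GFP to plate DMSO average so 100% = DMSO; lower means less RPL19A-GFP as with rapamycin TOR inhibition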
# proCasp3 act – procaspase-3 (human) activation; P42574; recombinant procaspase-3 D3A, Ac-DEVD-pNA absorbance 405 nm; activation, % at 8.5 µM; actives 0.11% (n = 330,000); AID 463141;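 active means activation above the mean of all tested compounds plus 3 SD, cut at about 21% in these data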;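 further: 0% = DMSO alone and 100% = DMSO wells spiked with extra 5 µM PC-3 D3A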
# Target sequence (P42574 whole entry D9A/D28A/D175A): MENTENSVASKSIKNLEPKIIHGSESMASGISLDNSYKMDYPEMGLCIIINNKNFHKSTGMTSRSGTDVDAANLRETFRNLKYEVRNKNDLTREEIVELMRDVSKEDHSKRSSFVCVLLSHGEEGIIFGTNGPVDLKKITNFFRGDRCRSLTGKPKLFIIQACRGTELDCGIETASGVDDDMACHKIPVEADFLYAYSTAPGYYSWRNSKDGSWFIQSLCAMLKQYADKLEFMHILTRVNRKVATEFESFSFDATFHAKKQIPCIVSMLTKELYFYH
#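 Compound: 8.5 µM single point, 0.8% DMSO / Material: Autoprocessing-dead procaspase-3 D3A mutant enzyme / Timing: 1 h preincubation plus 2 h reaction at 25 °C / Medium: Zinc-free HEPES/NaCl buffer with 0.01% Triton X-100 at pH 7.4 / Technique: 405 nm absorbance of p-nitroaniline, reads at 0 and 120 min / Repeats: one well per compound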
# CIT2 TOR yeast – modulators of TOR pathway CIT2-GFP in S. cerevisiae | S. cerevisiae CIT2-GFP strain, flow cytometry, 3 h; 100 means same as DMSO wells | GFP response vs DMSO, % at 10 µM | actives 0.065% (n = 320,000) | AID 2029;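 active means GFP response relative to DMSO above a set limit, near the screen mean plus 3 SD, cut at about 150% in these data; inconclusive means Fewer than 70 cells measured for a yeast strain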;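 further: ratio of well median GFP fluorescence to mean of DMSO wells on the plate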
# MEP2 TOR yeast – modulators of TOR pathway MEP2-GFP in S. cerevisiae; S. cerevisiae MEP2-GFP strain, flow cytometry GFP, 3 h; 100% = DMSO control level; GFP response vs DMSO, % at 10 µM; actives 0.51% (n = 330,000); AID 2016;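 active means GFP response versus DMSO above a set limit, roughly screen mean plus 3 SD, cut at about 180% in these data; inconclusive means fewer than 70 cells counted for a yeast strain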;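 further: median GFP fluorescence of the barcode-gated MEP2-GFP cells per well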
# AHR act – activates the human aryl hydrocarbon receptor; P35869; AHR-responsive luciferase reporter cells, luminescence; activation, % at 5 µM; actives 2.5% (n = 320,000); AID 2796; in the data active means activation above about 47%;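 further: 0% = vehicle wells and 100% = reference agonist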
# Numbers without * were called inactive; ? = inconclusive; . = no result given; [ ] = dose if it differs, or a comment.
# Fields – AHR act	AGP1 TOR yeast	RPL19A-GFP yeast	proCasp3 act	proCasp7 act	CIT2 TOR yeast	MEP2 TOR yeast	LAP4-GFP MLPCN
O=C(c1cc(N2C(=O)C3C4CCC(C4)C3C2=O)ccc1Cl)N1CCN(c2ccc(F)cc2)CC1 (configuration not stated)
 : 0	103	106	-6	-4	99	105	97
Cc1cc(=O)[nH]c2c(C)cc(S(=O)(=O)N3CCOCC3)cc12
 : 2	102	105	10	-3	107	98	85
O=C(CCCC(=O)NNC(=O)Nc1ccccc1)NNC(=O)Nc1ccccc1
 : 3	94	101	1	-3	99	104	97
COC(=O)C(C)NS(=O)(=O)c1ccc(NC(C)=O)cc1 (configuration not stated)
 : 1	103	101	2	-5	102	103	103
NC(=O)NC(CC(=O)NCCc1ccc(S(N)(=O)=O)cc1)c1ccc(Cl)cc1 (configuration not stated)
 : 1	103	103	0	-2	95	100	93
O=C(c1ccco1)N(CCC(c1ccccc1)c1ccco1)Cc1ccc(F)cc1 (configuration not stated)
 : 0	102	103	4	-1	96	106	106
COc1cc(C(=O)Nc2nccs2)c(Br)c(OC)c1OC
 : 32	97	99	2	-3	89	100	105
COc1ccc(C2(NC(C)=O)CCN(C(=O)c3cccs3)CC2)cc1
 : -2	101	101	9	-2	105	103	98
CCc1c(O)nc(N2CCN(Cc3ccccc3)CC2)[nH]c1=O
 : 1	104	98	-2	11	98	106	102
O=C(CCN1CCCCC1)c1ccccc1
 : 0	106	100	6	5	108	100	101
COc1cc(OC)c(CN2CCCCCCC2)cc1Br
 : 1	98	94	1	-6	98	93	99
CCOc1ccc2ccccc2c1/C=N/NC(=O)CNC(=O)c1ccccc1F
 : 7	94	94	4	5	103	90	102
CCOc1ccc(Br)cc1C(=O)N/N=C/c1cccc(C)n1
 : 1	101	101	3	-4	102	101	104
Cc1ccccc1CNCCCSc1ncccn1
 : -1	103	105	-2	8	103	107	93
CCc1ccc(/C=C2\SC(=S)N(CCCC(=O)Nc3ccc(C(=O)O)cc3)C2=O)cc1
 : -4	102	100	17	-3	104	101	104
CCOC(=O)C1CCN(C(=O)c2ccc(OC3CCN(C(=O)CCOC)CC3)cc2)CC1
 : 0	98	105	5	9	.	108	88
COCc1c(C(=O)OCC(=O)N2CCCC2=O)oc2ccccc12
 : 1	100	100	2	4	103	96	98
O=[N+]([O-])c1ccc(Cl)cc1N/N=C/c1ccncc1
 : 11	107	108	-2	-1	113	111	96
Oc1ccc2ccccc2c1C=NC1CCCCC1
 : 15	108	103	2	1	98	99	101
Fc1ccc(Oc2ccc3nnc(C(F)(F)F)n3n2)cc1
 : -3	113	94	1	-7	80	117	123
CCCCCCN(C(=O)CCl)c1ccccc1
 : 0	112	98	14	-1	86	97	124
CCC(=O)N1CCN(c2ccc(NC(=O)c3ccc4ccccc4c3)cc2)CC1
 : -12	91	99	1	7	99	102	96
Cc1c(-n2c(O)c(C3=c4ccccc4=NC3=O)sc2=O)c(=O)n(-c2ccccc2)n1C
 : 10	110	103	-13	-17	106	99	100
COc1ccc(NC(=O)c2ccc([N+](=O)[O-])cc2[N+](=O)[O-])c(OC)c1
 : 31	107	113	-8	-4	104	110	106
CCN1CCN(CCCNC(=O)CCC(=O)N2CC(C)Oc3ccc(C)cc32)CC1 (configuration not stated)
 : 2	108	101	2	-5	112	92	95
CNc1nnc(-c2cc3cc(Cl)ccc3oc2=O)s1
 : -8	77	77	-10	-12	81	98	107
CCC(C)N=C1Sc2nc3ccc(C)cc3cc2CN1CCOC (configuration not stated)
 : 9	92	99	-16	-22	98	101	101
CC1(C(=O)NCc2ccc(Cl)c(Cl)c2)Oc2cccnc2NC1=O (configuration not stated)
 : 0	97	101	-1	10	93	102	95
CCn1nc(C)c(CNC(=O)CCc2nnc(-c3ccc(C(C)=O)s3)o2)c1C
 : 2	95	97	2	7	95	98	92
O=C(NCCCc1ccncc1)C1CCC(=O)N(CCc2cccc(F)c2)C1 (configuration not stated)
 : 3	100	99	9	8	98	104	86
C/C=C(\C)C(=O)O[C@H](c1cc2ccc(=O)oc2cc1OC)[C@@H](O)C(C)(C)O
 : -1	98	101	3	2	98	97	100
CC(=O)Nc1ccc(S(=O)(=O)N(C)CC(=O)OC(C)C(=O)NC2CCCC2)cc1 (configuration not stated)
 : -1	?	72[may fluoresce violet]	-1	0	?	?	?
CCc1cccc(C)c1NC(=O)CSc1nnc(-c2cc3cc(Br)ccc3o2)n1CC
 : -1	100	102	0	7	107	98	93
CC(=O)Nc1ccc(S(=O)(=O)N2C3CCCC2CC(NC(=O)C2CCCCC2)C3)cc1 (configuration not stated)
 : 5	102	103	12	6	100	103	99
O=C(Nc1ccc(-c2cc3ccccc3oc2=O)c(Cl)c1)c1cccnc1
 : 41	106	103	3	4	102	116	110
CSc1ncccc1C(=O)N1CCN(S(=O)(=O)c2ccccc2)CC1
 : 1	88	94	2	6	95	97	88
COC(=O)N1CCCc2cc(C)ccc21
 : 3	111	108	6	10	105	107	108
CSc1ccc(S(=O)(=O)N2CCC(C(=O)Nc3ccc(C(N)=O)cc3)CC2)cc1
 : -1	95	101	-1	-4	103	108	96
Cc1ccc(C(=O)N2CCCC(C(=O)c3ccc(Cl)cc3C)C2)cn1 (configuration not stated)
 : 0	100	97	8	4	104	103	102
Cc1ccsc1C(=O)N/N=C/c1ccc2c(c1)OCO2
 : 10	103	110	-1	1	97	104	96
Nc1ncc(-c2ccc([N+](=O)[O-])cc2)cn1
 : 3	92	99	-5	9	96	96	91
Cc1c(C(=O)Nc2ccc(S(=O)(=O)N(C)C3CCN(C)CC3)cc2)oc2c(Cl)cccc12
 : -6	101	99	-3	-1	83	96	107
Cc1cc(C)c(OCCCCCn2ccnc2)c(C)c1
 : .	100	101	.	.	105	101	98
C=CCn1c(=O)/c(=C/c2ccc(C)o2)s/c1=C(/C#N)C(=O)c1ccccc1
 : 4	113	102	-10	-8	125	134	139
CC(C)OP(=O)(OC(C)C)C(Nc1cccc(C(=O)O)c1)c1ccccc1 (configuration not stated)
 : 0	104	100	-2	5	94	105	105
Cn1c2ccccc2n2c(=O)c(Cl)c(-c3ccccc3)c(C#N)c12
 : 59*	95	100	-10	3	105	108	95
C/C(=N\NC(=S)Nc1cccc(C)c1)c1ccccc1
 : 84*	.	97	-6	-4	93	95	104
O=C(NCc1ccncc1)NC1CCCCC1
 : 0	117	105	0	10	94	109	102
O=C(COC(=O)/C=C/c1ccc([N+](=O)[O-])cc1)NC(=O)NC1CCCCC1
 : 1	100	98	18	1	97	104	95
Cc1ccc(C)c(-c2nc3ccc(N)cc3[nH]2)c1
 : 7	107	96	-3	7	101	99	98

# (listing goes on)
# Fields – AHR act	AGP1 TOR yeast	RPL19A-GFP yeast	proCasp3 act	proCasp7 act	CIT2 TOR yeast	MEP2 TOR yeast	LAP4-GFP MLPCN
COC1(C2=NCCN2)COc2ccccc2O1 (configuration not stated)
 : 3	83	87	9	-5	85	88	98
O=S(=O)(Nc1cc(S(=O)(=O)N2CCOCC2)ccc1O)c1ccc2c(c1)OCCCO2
 : 0	90	93	-10	-22	91	95	98
COC(=O)C1=C(N)OC2=C(C(=O)CC(C)(C)C2)C1c1cccs1 (configuration not stated)
 : 0	99	95	1	-1	101	101	104
CC(C)(C)c1ccc(C(=O)N2CCC(C(=O)NCc3ccncc3)CC2)cc1
 : 14	92	94	-7	-11	85	93	89
NC1=NC2(CCCCC2)N=C(Nc2ccc(F)cc2F)N1
 : 0	96	100	1	6	123	105	81
CCOc1ccc(NC(=O)C2CCCN(c3c(CC)c(C)nc4ncnn34)C2)cc1 (configuration not stated)
 : 3	15[may fluoresce violet]	51[may fluoresce violet]	6	-3	?	214*[may fluoresce violet]	79[may fluoresce violet]
CCC(=O)Nc1nnc(S(=O)(=O)N2CCCC2)s1
 : 1	99	96	3	10	95	104	101
CCc1nc(SCC(=O)N2CCCC2)c2c(=O)n(C)c(=O)n(C)c2n1
 : 6	93	103	1	-6	98	94	89
CCOc1cc(C(=O)Nc2cc3c(cc2N2CCOCC2)n(C)c(=O)n3C)cc(OCC)c1OCC
 : 7	111	100	3	-3	107	97	123
CC(=O)c1ccc(OCC(=O)N(C)CC(=O)Nc2ccc(N3CCOCC3)cc2)cc1
 : 7	100	96	12	-2	99	95	89
Cc1ccc(C(=O)COC(=O)c2cnccn2)cc1C
 : 1	99	95	2	-5	100	98	101
COc1ccc(-n2nc(C(=O)NCC(=O)NCc3cccc(F)c3)c3ccccc3c2=O)cc1Cl
 : -1	93	92	-2	-6	86	92	96
COc1cc(C(=O)Nc2cccc3ncccc23)cc(OC)c1OC
 : 2	96	93	-2	-3	109	104	99

# Entries above that have a Cl atom, in the order listed:
# Fields – AHR act	AGP1 TOR yeast	RPL19A-GFP yeast	proCasp3 act	proCasp7 act	CIT2 TOR yeast	MEP2 TOR yeast	LAP4-GFP MLPCN
O=C(c1cc(N2C(=O)C3C4CCC(C4)C3C2=O)ccc1Cl)N1CCN(c2ccc(F)cc2)CC1 (configuration not stated)
 : 0	103	106	-6	-4	99	105	97
NC(=O)NC(CC(=O)NCCc1ccc(S(N)(=O)=O)cc1)c1ccc(Cl)cc1 (configuration not stated)
 : 1	103	103	0	-2	95	100	93
O=[N+]([O-])c1ccc(Cl)cc1N/N=C/c1ccncc1
 : 11	107	108	-2	-1	113	111	96
CCCCCCN(C(=O)CCl)c1ccccc1
 : 0	112	98	14	-1	86	97	124
CNc1nnc(-c2cc3cc(Cl)ccc3oc2=O)s1
 : -8	77	77	-10	-12	81	98	107
CC1(C(=O)NCc2ccc(Cl)c(Cl)c2)Oc2cccnc2NC1=O (configuration not stated)
 : 0	97	101	-1	10	93	102	95
O=C(Nc1ccc(-c2cc3ccccc3oc2=O)c(Cl)c1)c1cccnc1
 : 41	106	103	3	4	102	116	110
Cc1ccc(C(=O)N2CCCC(C(=O)c3ccc(Cl)cc3C)C2)cn1 (configuration not stated)
 : 0	100	97	8	4	104	103	102
Cc1c(C(=O)Nc2ccc(S(=O)(=O)N(C)C3CCN(C)CC3)cc2)oc2c(Cl)cccc12
 : -6	101	99	-3	-1	83	96	107
Cn1c2ccccc2n2c(=O)c(Cl)c(-c3ccccc3)c(C#N)c12
 : 59*	95	100	-10	3	105	108	95
COc1ccc(-n2nc(C(=O)NCC(=O)NCc3cccc(F)c3)c3ccccc3c2=O)cc1Cl
 : -1	93	92	-2	-6	86	92	96
